Screens (PubChem BioAssay)
CHRM4 agonist: agonists of human muscarinic M4 receptor (CHRM4). activation, % at 3 µM. hit rate 0.14% among 360,000. AID 624127. CHO-K1 hM4/Gqi5, Fluo-8 calcium fluorescence; vehicle 0%, full acetylcholine response 100%. P08173;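 active = activation above the run mean over all test wells plus 3 SD, cut at about 32% in these data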;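 note: peak over basal fluorescence ratio per well then scaled between controls; 0% = DMSO wells and 100% = acetylcholine at EC100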
Target sequence (P08173 whole entry, looked up): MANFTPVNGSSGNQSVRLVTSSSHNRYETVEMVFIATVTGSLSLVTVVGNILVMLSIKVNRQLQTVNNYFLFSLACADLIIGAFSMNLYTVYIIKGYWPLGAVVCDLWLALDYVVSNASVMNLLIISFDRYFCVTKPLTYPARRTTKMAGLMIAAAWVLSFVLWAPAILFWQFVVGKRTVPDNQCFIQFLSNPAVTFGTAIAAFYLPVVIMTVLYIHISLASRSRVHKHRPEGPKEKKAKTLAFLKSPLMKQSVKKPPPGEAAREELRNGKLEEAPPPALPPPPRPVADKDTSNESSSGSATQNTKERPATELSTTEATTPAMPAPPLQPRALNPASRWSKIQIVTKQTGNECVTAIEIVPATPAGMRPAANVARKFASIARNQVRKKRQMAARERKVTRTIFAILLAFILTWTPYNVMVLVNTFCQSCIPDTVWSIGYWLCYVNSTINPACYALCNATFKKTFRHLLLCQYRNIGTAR
CHRM5 PAM: potentiates acetylcholine response at human M5 receptor; P08912; CHO-K1 hM5, Fluo-8 calcium, ACh EC20 PAM; 0% = ACh EC20, 100% = ACh EC100; activation, % at 3 µM; hit rate 0.3% among 360,000;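 active = activation above the run cutoff, the mean activation of all test compounds plus 3 SD, cut at about 18% in these data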
Target sequence (P08912 whole entry, looked up): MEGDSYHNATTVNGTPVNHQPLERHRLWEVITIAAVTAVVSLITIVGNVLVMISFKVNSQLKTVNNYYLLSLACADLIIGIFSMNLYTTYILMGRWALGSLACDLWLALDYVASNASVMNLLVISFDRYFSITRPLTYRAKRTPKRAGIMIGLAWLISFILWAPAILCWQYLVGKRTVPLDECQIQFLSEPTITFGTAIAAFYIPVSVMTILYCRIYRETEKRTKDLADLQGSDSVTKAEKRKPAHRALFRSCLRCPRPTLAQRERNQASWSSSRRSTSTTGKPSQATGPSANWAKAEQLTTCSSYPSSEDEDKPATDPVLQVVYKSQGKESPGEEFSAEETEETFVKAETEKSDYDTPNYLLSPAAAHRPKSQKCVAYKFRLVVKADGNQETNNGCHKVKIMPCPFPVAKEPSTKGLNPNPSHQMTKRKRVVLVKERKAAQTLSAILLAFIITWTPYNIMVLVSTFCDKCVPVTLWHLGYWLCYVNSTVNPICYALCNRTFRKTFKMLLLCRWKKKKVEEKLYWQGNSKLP
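System: CHO-K1 cell line with stable human muscarinic M5 receptor expression | Also added: EC20 acetylcholine as agonist stimulus | Compound: One concentration, 3 µM final (nominal) | Timing: Fluo-8 loading 80 min at 37 °C plus 30 min room temperature | Measured by: Fluo-8 calcium dye fluorescence, kinetic read | Read-out basis: % activation, ACh-normalized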
M1 ag parental: counter-screen for M1 agonists: effect in parental CHO-K1 cells; AID 602248; Fluo-8 calcium fluorescence; scaled to maximal ATP response, vehicle zero; hit rate 0.48% among 360,000; activation, % at 3 µM; in the data active = activation above about 15%;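 note: untransfected CHO-K1 host cells lacking M1 receptor as counterscreen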
CHRM5 agonist: agonists of human muscarinic M5 receptor (CHRM5) | P08912 | CHO-K1 hM5 cells, Fluo-8 calcium fluorescence; 0% DMSO wells, 100% maximal acetylcholine response | activation, % at 3 µM | hit rate 0.19% among 360,000 | AID 624037;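 active = activation above the run's mean over test compounds plus 3 SD, cut at about 23% in these data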;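 note: signal is peak over basal fluorescence ratio across the kinetic read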
M1 PAM parental: counter-screen for M1 PAMs: effect in parental CHO-K1 cells; ATP EC20, Fluo-8 calcium fluorescence; 0% at ATP EC20, 100% at ATP max; hit rate 0.02% among 360,000; activation, % at 3 µM;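 active = activation above the run cutoff, the mean activation of all test compounds plus 3 SD, cut at about 40% in these data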;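 note: peak over basal fluorescence ratio in a 140 s read after ATP addition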
M4 PAM: CHRM4 positive allosteric modulation. CHO-K1 hM4/Gqi5, Fluo-8 calcium fluorescence, ACh EC20; 0% = ACh EC20, 100% = maximal ACh. activation, % at 3 µM. hit rate 0.4% among 360,000. P08173;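 active = activation above its plate's cutoff, the mean activation of sample wells plus 3 SD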; note: some results filed as inactive read as strong as hits
CHRM4 antagonist: blocks acetylcholine activation of human M4 receptor; CHO-hM4 cells, ACh EC80, Fluo-8 calcium fluorescence; AID 624125; P08173; hit rate 0.73% among 360,000; inhibition, % at 3 µM;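 active = inhibition above its plate's cutoff, the mean inhibition of sample wells plus 3 SD, cut at about 27% in these data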;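 note: 0% = acetylcholine EC80 with DMSO and 100% = DMSO without agonist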
CHO-K1 Ca antag: counter-screen for M1 antagonists: effect in parental CHO-K1 cells. ATP-induced calcium, Fluo-8 fluorescence. inhibition, % at 3 µM. hit rate 0.6% among 360,000;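 active = inhibition above a per-plate cutoff, the plate's mean sample inhibition plus 3 SD, cut at about 24% in these data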;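 note: 0% = DMSO plus EC80 ATP and 100% = DMSO alone without ATP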
M5 antag: blocks acetylcholine activation of human M5 receptor; hit rate 0.59% among 360,000; AID 624040; CHO-hM5 cells, Fluo-8 calcium fluorescence, ACh EC80; P08912; inhibition, % at 3 µM;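 active = inhibition above a per-plate cutoff, the mean of that plate's test compounds plus 3 SD, cut at about 27% in these data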;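 note: 0% = acetylcholine EC80 with DMSO and 100% = DMSO without agonist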
* marks the source's active call; other numbers are inactive results; . = no result given.

SMILES	CHRM4 agonist	CHRM5 PAM	M1 ag parental	CHRM5 agonist	M1 PAM parental	M4 PAM	CHRM4 antagonist	CHO-K1 Ca antag	M5 antag
O=c1[nH]c(CCl)nc2cc(-c3ccc(Cl)cc3)sc12	1	2	0.4	0	13	10	2	-8	-4
CCOc1ccc(C(=O)Nc2ccc(N3CCN(C(=O)c4ccco4)CC3)cc2)cc1Br	3	-2	0.0	1	10	7	-21	-4	-3
Cc1nc2ccc(NC(=O)NCc3ccco3)cc2s1	0	-5	-0.2	0	-13	16	9	19	-4
O=C(Nc1ccc(C(F)(F)F)cc1)c1ccc2nc[nH]c2c1	4	-9	0.5	0	-13	-4	5	16	14
Cc1ccc(/C=N/NC(=O)c2ccccc2OCc2cccc(Br)c2)o1	11	-5	9.2	5	23	-14	0	-9	0
O=C(O)CC/C(=C\c1cccc(NC(=O)c2ccccc2Cl)c1)c1nc2ccccc2s1	12	-14	3.9	0	9	-7	-14	-8	7
CC1CC(C)CN(C(=O)/C=C/c2ccc(S(=O)(=O)N3CCOCC3)cc2)C1 (stereo unspecified)	2	0	0.9	1	5	-2	8	-8	3
COc1ccc(-c2cc(C(=O)N3CCOCC3)no2)cc1	2	-5	0.5	-2	4	-1	8	-17	16
CCOC(=O)[C@]12CCCC=C1N(CCc1ccc(OC)c(OC)c1)C(=O)[C@H](CC(=O)N1CCSCC1)C2	7	2	.	4	.	6	-5	.	4
FCCCOc1ccc(-c2nccc(-c3ccc(Cl)cc3)n2)cc1	0	-1	-0.1	0	-9	0	2	6	14
Cc1ccc(-c2c(C)sc3nc(CN4CCN(CC(=O)NC5CC5)CC4)[nH]c(=O)c23)cc1	0	11	-0.6	-1	17	7	-7	-10	0
CCOc1ccc(-c2cc(C(=O)OC)[nH]n2)cc1	-1	3	-0.1	4	22	2	-4	-6	4
O=C(COC(=O)C1(c2ccc(Cl)cc2)CCCC1)NC1CCS(=O)(=O)C1 (stereo unspecified)	9	-11	3.6	-2	19	4	-9	-11	-1
COc1cccc(NC(=S)N/N=C2/CCCCc3ccccc32)c1	-1	-1	0.2	-4	23	-3	3	-5	3
Cc1csc(=N)n1CC(=O)N1CCc2ccccc21	1	3	0.6	-6	23	27	4	-16	-3

Reformatted in markdown: three of the compounds above
| structure | CHRM4 agonist | CHRM5 PAM | M1 ag parental | CHRM5 agonist | M1 PAM parental | M4 PAM | CHRM4 antagonist | CHO-K1 Ca antag | M5 antag |
| --- | --- | --- | --- | --- | --- | --- | --- | --- | --- |
| CCOC(=O)[C@]12CCCC=C1N(CCc1ccc(OC)c(OC)c1)C(=O)[C@H](CC(=O)N1CCSCC1)C2 | 7 | 2 | . | 4 | . | 6 | -5 | . | 4 |
| FCCCOc1ccc(-c2nccc(-c3ccc(Cl)cc3)n2)cc1 | 0 | -1 | -0.1 | 0 | -9 | 0 | 2 | 6 | 14 |
| Cc1ccc(-c2c(C)sc3nc(CN4CCN(CC(=O)NC5CC5)CC4)[nH]c(=O)c23)cc1 | 0 | 11 | -0.6 | -1 | 17 | 7 | -7 | -10 | 0 |

Compound profiles, from the list above. Order of values: CHRM4 agonist, CHRM5 PAM, M1 ag parental, CHRM5 agonist, M1 PAM parental, M4 PAM, CHRM4 antagonist, CHO-K1 Ca antag, M5 antag
FCCCOc1ccc(-c2nccc(-c3ccc(Cl)cc3)n2)cc1 across the screens: 0, -1, -0.1, 0, -9, 0, 2, 6, 14
Cc1ccc(-c2c(C)sc3nc(CN4CCN(CC(=O)NC5CC5)CC4)[nH]c(=O)c23)cc1 across the screens: 0, 11, -0.6, -1, 17, 7, -7, -10, 0

Additional results:
SMILES	CHRM4 agonist	CHRM5 PAM	M1 ag parental	CHRM5 agonist	M1 PAM parental	M4 PAM	CHRM4 antagonist	CHO-K1 Ca antag	M5 antag
CC(C)C[C@H](NC(=O)c1nc[nH]c1C(=O)NC1CCNCC1)C(=O)OC(C)(C)C	1	3	0.3	0	-3	6	-6	-8	8
O=C(CC1C[C@H](C(=O)N2CCOCC2)[C@@]2(CCC3CCCC3)c3[nH]c4ccccc4c3CCN2C1=O)NCCCn1ccnc1 (stereo partly specified)	-1	1	-0.2	1	-10	-2	9	3	7
COc1ccccc1N1CCN(C(c2ccc(F)cc2)c2nnnn2C(C)C)CC1 (stereo unspecified)	0	-3	-0.5	-2	1	2	-6	-9	11
Cc1nc2sc(C(c3ccco3)N3CCN(c4cccc(Cl)c4)CC3)c(O)n2n1 (stereo unspecified)	3	-4	2.1	-1	12	-4	-1	-3	12
CCC(=O)N(Cc1cc2ccccc2[nH]c1=O)c1ccccc1OC	2	0	0.6	1	-9	8	-10	-6	4
CCC(c1nnnn1CCc1ccccc1)N(Cc1ccco1)Cc1cc2cccc(C)c2[nH]c1=O (stereo unspecified)	3	-5	1.3	-10	24	5	-6	-14	3
COc1ccc([N+](=O)[O-])cc1NC(=O)/C=C/C(=O)O	1	4	0.1	0	18	10	-4	-5	-3
CCSc1nc2c(c(=O)[nH]c(=O)n2C)n1C/C=C(/C)Cl	1	-1	0.4	0	-4	7	3	16	2
CCc1ccc(-c2cc(C(=O)N/N=C/c3ccco3)[nH]n2)cc1	1	-7	0.2	-4	21	0	1	-19	-2
CCOc1cc(/C=C(/C#N)c2nc3ccccc3[nH]2)ccc1Oc1ccc([N+](=O)[O-])cn1	2	-4	0.7	2	-7	-6	3	-18	0
Cn1cccc1/C=N/NC(=O)Cn1cnc2ccccc21	2	0	0.3	-2	-7	5	3	7	2
CCc1cc2cc(C)c(C)cc2nc1SCC(=O)Nc1cc(C)on1	0	6	-0.1	-2	4	4	-9	11	-17
COc1cccc(Cl)c1NC(=O)N1CCN(c2ccnc3cc(Cl)ccc23)CC1	12	-26	7.3	-7	12	-33	20	-1	11
COc1cccc(-c2nc(CS(=O)(=O)CC(=O)NCCc3ccc(OC)cc3OC)c(C)o2)c1	5	-5	0.1	-5	-8	-4	-11	-11	-6
O=C(CSc1nc2ccccc2o1)c1ccccc1	0	-1	-0.4	-1	3	3	5	5	0
Cc1ccccc1/C=C/c1cc[n+](C)cc1	2	4	0.5	-17	18	-5	-2	-26	4
COc1cc2c(cc1OC)C(c1cccc([N+](=O)[O-])c1)N(C(=O)c1ccccc1C(=O)O)CC2 (stereo unspecified)	1	12	-0.6	0	10	4	-3	1	7
COc1ccc(/C(C)=N/N2CCCCC2)c(O)c1	1	-2	1.3	13	6	3	-10	-18	2
N#C/C(=C(/O)COC(=O)c1cccnc1Cl)c1nc2ccccc2[nH]1	4	-5	2.0	0	14	-1	-5	-18	10
CCCSc1nc(O)c(C(c2ccc(OC)c(O)c2)c2c(O)nc(SCCC)n(C)c2=O)c(=O)n1C	1	3	1.6	-2	16	-1	-5	-5	-3
CCSc1nc(C)nc2c1oc1ccccc12	1	5	0.9	-1	20	10	6	-7	-2
CCOc1cc(NC(=S)NCCCN(C)C)c(OCC)cc1NC(=O)c1cccs1	1	-4	-0.1	-3	19	5	-2	-4	10
C/C(=N/NC(N)=S)c1ccccc1[N+](=O)[O-]	1	17	0.2	0	14	15	-13	-12	-17
O=C(Nc1nc(-c2ccc(Cl)cc2Cl)cs1)C1CCCO1 (stereo unspecified)	0	-4	0.4	0	10	17	-5	-16	3
CCCCc1nn2c(N)c(/C=C3\C=Nc4ccccc43)c(=O)nc2s1	1	-2	0.4	2	13	4	6	1	-1
CC(NC(=O)COc1ccccc1)C(=O)N1CCN(c2ccccc2)CC1 (stereo unspecified)	1	5	0.5	-1	18	12	3	-7	1
CC(NC(=O)C1CCCN1C(=O)OCc1ccccc1)c1ccccc1 (stereo unspecified)	1	2	5.9	-1	16	5	-6	-1	0
O=C(N1CCN(c2ccccc2)CC1)C1(S(=O)(=O)c2ccc(Cl)cc2)CC1	4	1	4.3	5	-4	-14	7	-9	14
CC1(CC(=O)N/N=C/c2ccc(-c3ccc(Cl)cc3)o2)OCCO1	2	-4	0.3	-3	28	2	-7	-4	3
c1ccc(-n2ncc3c(N4CCC5(CC4)OCCO5)ncnc32)cc1	1	7	0.3	-1	4	-2	-1	5	3

An excerpt from above in order of the M5 antag value, descending.
SMILES | CHRM4 agonist | CHRM5 agonist | M4 PAM | CHRM4 antagonist | M5 antag
COc1ccc(/C(C)=N/N2CCCCC2)c(O)c1 | 1 | 13 | 3 | -10 | 2
CC(NC(=O)C1CCCN1C(=O)OCc1ccccc1)c1ccccc1 (stereo unspecified) | 1 | -1 | 5 | -6 | 0
CCSc1nc(C)nc2c1oc1ccccc12 | 1 | -1 | 10 | 6 | -2

Following part:
SMILES	CHRM4 agonist	CHRM5 PAM	M1 ag parental	CHRM5 agonist	M1 PAM parental	M4 PAM	CHRM4 antagonist	CHO-K1 Ca antag	M5 antag
CCOc1cc(NC(=O)C2CCCO2)c(OCC)cc1NC(C)=O (stereo unspecified)	0	8	0.5	3	20	9	0	-7	-8
Cc1cccc(CN2CCc3c(OCC(=O)NCc4ccco4)cccc3C2=O)c1	2	-4	6.3	-1	14	-1	-5	16	1
Cc1ccnc(NC(=O)Cc2c(F)cccc2Cl)c1	0	-1	-0.5	1	-4	0	-5	14	0
CCOC(=O)N1CCN(C(=O)CN(CC)S(=O)(=O)c2cc(C)ccc2OC)CC1	0	2	0.8	-2	-13	8	0	-9	-5
Cc1cc2n(c(=O)c1C#N)CCCN2c1ccccc1	-1	-5	-0.3	-1	-4	-3	0	18	-7

In another format: four of the compounds above
| SMILES | CHRM4 agonist | CHRM5 PAM | M1 ag parental | CHRM5 agonist | M1 PAM parental | M4 PAM | CHRM4 antagonist | CHO-K1 Ca antag | M5 antag |
| --- | --- | --- | --- | --- | --- | --- | --- | --- | --- |
| Cc1cccc(CN2CCc3c(OCC(=O)NCc4ccco4)cccc3C2=O)c1 | 2 | -4 | 6.3 | -1 | 14 | -1 | -5 | 16 | 1 |
| Cc1ccnc(NC(=O)Cc2c(F)cccc2Cl)c1 | 0 | -1 | -0.5 | 1 | -4 | 0 | -5 | 14 | 0 |
| CCOC(=O)N1CCN(C(=O)CN(CC)S(=O)(=O)c2cc(C)ccc2OC)CC1 | 0 | 2 | 0.8 | -2 | -13 | 8 | 0 | -9 | -5 |
| Cc1cc2n(c(=O)c1C#N)CCCN2c1ccccc1 | -1 | -5 | -0.3 | -1 | -4 | -3 | 0 | 18 | -7 |
